Bioassay records: PubChem BioAssay, NCI
All columns: NCI-60 one-dose screen, growth in % after 48 h at 10 µM unless noted; 100 = growth as untreated, 0 = no growth, -100 = all killed.
MDA-MB-435 = MDA-MB-435 melanoma; 7.8% of 82,000 active; AID 1794794
SR = SR leukemia cells. 8.7% of 73,000 active. AID 1794780
MOLT-4 = MOLT-4 leukemia cells; 6.9% of 80,000 active; AID 1794779
RPMI-8226 = RPMI-8226 leukemia cells; 7.5% of 77,000 active; AID 1794781
CCRF-CEM = CCRF-CEM leukemia | 7% of 77,000 active | AID 1794778
HOP-62 = HOP-62 NSCLC; AID 1794735; 3.9% of 80,000 active
K-562 = K-562 leukemia; 7.4% of 78,000 active; AID 1794777
HOP-92 = HOP-92 NSCLC cells; AID 1794738; 6.3% of 71,000 active
Numbers without * were called inactive; . = not tested or not shown; [ ] = remark or other dose. The calls were made as follows: active = growth percent below 10; inactive = the rest.

Each structure is followed by: MDA-MB-435	SR	MOLT-4	RPMI-8226	CCRF-CEM	HOP-62	K-562	HOP-92
CN1CCN(Cc2ccc(NC(=O)c3cnc(F)c(C#Cc4cnc(N)c5ncccc45)c3)cc2C(F)(F)F)CC1
    10	13	8.7*	18	18	17	1.6*	-8.1*
COc1ccc(/C=C2\N=C3N(N/C(=N\N)N3c3ccccc3)C2=O)cc1
    102	101	90	108	58	89	109	83
CNc1nc(SCc2ccc(F)cc2)ncc1C
    99	.	120	98	98	106	147	.
Cc1nn(-c2ccccc2)c(N2CCCCC2)c1/C=N/N=c1\sc2ccccc2n1C
    107	70	87	88	95	98	78	62
Nc1nc(=O)n([C@@H]2O[C@H](CO)[C@@H](O)C2(F)F)cc1F
    48	84	82	76	57	48	69	73
CS(=O)(=O)c1cccc(-c2ccc3ncc(-c4ccc(S(=O)(=O)CCCN)cc4)n3n2)c1
    109	93	92	102	99	93	90	105
COc1cc(C2=NN(C(C)=O)C(c3sc(Cl)nc3Cl)C2)cc(OC)c1OC (stereo not given)
    88	72	86	87	92	88	92	.
CC(C)c1ccc2c(N)c(C(=O)Nc3ccc(C(F)(F)F)cc3)sc2n1
    70	43	48	50	62	91	48	78
COc1ccc(-c2ccc(NNC(=O)c3ccc(F)cc3)nn2)cc1
    99	89	85	90	87	108	95	74
CCN1C(=S)N(c2ccccc2)C2C1NN=c1s/c(=C3\C(=O)N(C(C)C)c4ccccc43)c(=O)n12 (stereo not given)
    93	46	91	97	93	73	87	100
CC(=O)N(c1ccccc1C)c1ccccc1C
    106	102	94	97	95	104	97	.
O=C(NC1C(O)OC(CO)C(O)C1O)NS(=O)(=O)c1ccc(F)cc1 (stereo not given)
    106	116	114	104	102	101	101	108
CCOC(=O)Cc1c[nH]c(=S)[nH]c1=O
    113	117	117	89	91	100	98	95
C=CCN1C(=O)CN(Cc2ccc(C(=O)NO)cc2)C(=O)C1Cc1ccccc1 (stereo not given)
    96	96	97	99	99	93	97	98
Cc1nc2ccccc2c(/C=C/c2ccc(F)cc2)c1C(=O)c1ccccc1
    106	93	82	82	94	87	79	81
c1ccc(C(CC2CCCCC2)c2ccc3ccccc3c2)cc1 (stereo not given)
    105	94	97	98	.	103	101	112
O=C(/C=C/c1ccccc1)c1ccc(Nc2nc(Nc3ccc(F)cc3)nc(Nc3ccc(Cl)cc3)n2)cc1
    96	78	84	-9.9*	26	102	71	48
COc1ccc(-n2c(SCc3nnc(NC(=O)c4ccc(Br)cc4)s3)nc3cc(OC)c(OC)cc3c2=O)cc1
    88	101	105	104	91	92	100	.
CCOCc1ccccc1C(O)(c1ccccc1)c1ccccc1
    105	91	88	92	99	95	104	99
CC(=O)Nc1cc(Cl)ccc1C(=O)O
    104	98	101	104	104	98	106	116
Cc1oc2nc[nH]c(=O)c2c1C(=O)/C=C/c1cccc2c1OCO2
    103	117	104	122	.	94	101	96
CC(=O)c1cc(C(C)=O)c2ccccc2c1O
    102	95	92	97	107	100	97	80
Nc1nonc1-c1nc2ccccc2n1Cc1ccc(F)cc1
    -40*	22	30	64	54	57	11	65
O=C1Nc2c3c(nn2N=Nc2ccccc21)CCCC3
    128	.	103	99	112	95	114	63
COC(=O)C1C2CC3C(OC(=O)C31C)C2I (stereo not given)
    100	95	106	116	119	97	110	110
COc1cc2oc(-c3ccc(NC(=O)c4ccc(Br)cc4)cc3)cc(=O)c2c(OC)c1OC
    102	95	103	114	109	110	98	120
Clc1ccc2c(c1)nnc1c3cccnc3[nH]c21
    110	57	78	98	105	89	78	104
COc1ccc(NC(=O)CSc2nnc(-c3ccc(-c4nc5ccc(Cl)cc5[nH]4)cc3)o2)cc1OC
    101	87	108	107	99	107	105	118
C=CCc1cc(C)ccc1NC(C(N)=O)c1ccccc1 (stereo not given)
    103	92	95	.	102	91	97	85
COc1cc(/C=C2\C(=O)Nc3ccccc32)ccc1OCc1ccc(Cl)cc1
    106	94	94	98	95	101	99	112

Three consecutive compounds out of the list so far:
Each structure is followed by: MDA-MB-435	SR	MOLT-4	RPMI-8226	CCRF-CEM	HOP-62	K-562	HOP-92
COc1ccc(NC(=O)CSc2nnc(-c3ccc(-c4nc5ccc(Cl)cc5[nH]4)cc3)o2)cc1OC
    101	87	108	107	99	107	105	118
C=CCc1cc(C)ccc1NC(C(N)=O)c1ccccc1 (stereo not given)
    103	92	95	.	102	91	97	85
COc1cc(/C=C2\C(=O)Nc3ccccc32)ccc1OCc1ccc(Cl)cc1
    106	94	94	98	95	101	99	112

Entries of single compounds as entered above. Order of screens: MDA-MB-435, SR, MOLT-4, RPMI-8226, CCRF-CEM, HOP-62, K-562, HOP-92
Record of COc1cc(C2=NN(C(C)=O)C(c3sc(Cl)nc3Cl)C2)cc(OC)c1OC (stereo not given) = 88, 72, 86, 87, 92, 88, 92, .
Record of Cc1oc2nc[nH]c(=O)c2c1C(=O)/C=C/c1cccc2c1OCO2 = 103, 117, 104, 122, ., 94, 101, 96

Back to the main list, starting 2 compounds before the break.
Each structure is followed by: MDA-MB-435	SR	MOLT-4	RPMI-8226	CCRF-CEM	HOP-62	K-562	HOP-92
C=CCc1cc(C)ccc1NC(C(N)=O)c1ccccc1 (stereo not given)
    103	92	95	.	102	91	97	85
COc1cc(/C=C2\C(=O)Nc3ccccc32)ccc1OCc1ccc(Cl)cc1
    106	94	94	98	95	101	99	112
Cc1ccc2c(c1)C13C(=C2Br)CCCN1C(=O)c1ccccc13 (stereo not given)
    55	47	80	80	80	97	46	79
Nc1nc(Cl)c2ncn(Cc3cc4c(cc3I)OCO4)c2n1
    35	9.8*	53	35	26	36	16	82
CC(C)C(C)(NS(=O)(=O)c1ccccc1)C(=O)O (stereo not given)
    105	104	99	104	109	100	102	90
CC(C)C(=O)Nc1ccc(C(=O)NC(=S)Nc2ccc(C(=O)O)cc2)cc1
    102	.	.	128	107	102	.	108
N#Cc1c(-c2ccc(F)cc2)cc(-c2ccncc2)[nH]c1=O
    102	.	109	104	101	99	112	107
COc1ccc(CCNC(=O)c2onc(-c3ccccc3)c2-c2cc(OC)c3c(c2OC)OCO3)cc1OC
    104	.	94	92	100	92	92	81
CN(C)c1ccc(/C=N/NC(=O)c2ccc(S(C)(=O)=O)cc2)cc1
    107	91	70	107	103	89	83	.
COC(=O)CC(O)c1ccccc1 (stereo not given)
    97	101	56	58	79	95	99	76
O=C(N/C(=C/c1cc2cc(Cl)ccc2nc1Cl)c1nc2ccccc2[nH]1)c1ccccc1
    111	.	80	95	89	108	102	62
COc1cc(NC(=O)CSc2nnc(-c3ccc4nc(-c5ccccc5)[nH]c4c3)o2)cc(OC)c1OC
    94	87	89	64	72	110	68	88
Cc1cc2c(s1)CCCC1CC(=O)N(CCN3CCOCC3)N=C21 (stereo not given)
    117	102	110	75	113	107	100	92
C1CC2C(CCCC23OCCO3)C2(C1)OCCO2 (stereo not given)
    107	107	98	99	97	108	103	88
Clc1cc2c(c(CSc3nc4ccccc4n4cccc34)c1)OCOC2
    92	29	95	49	94	88	74	.
O=C(O)c1ccc(-n2cc(C(c3oc(CO)cc(=O)c3O)c3oc(CO)cc(=O)c3O)c(-c3ccc(Cl)cc3)n2)cc1
    102	99	105	101	100	97	99	107
Cc1[nH]c(C2CC(c3ccc(C(F)(F)F)c(F)c3)=NN2C(=O)C2CCC2)c(C)c1C(=O)NCC(F)(F)F (stereo not given)
    99	74	83	88	88	81	86	72
CCOC(=O)c1c[nH]c2ccc([N+](=O)[O-])cc2c1=O
    98	97	100	100	96	104	108	83
CN(C)[C@@H]1C(=O)C(C(=O)NCN2CCCCC2)=C(O)[C@@]2(O)C(=O)C3=C(O)c4c(O)cccc4[C@@](C)(O)[C@H]3C[C@@H]12
    102	93	95	121	112	108	101	96
CCc1sc(N(C(C)=O)c2ccc(Br)cc2)nc1OC(C)=O
    98	104	97	96	99	98	97	99
FC(F)(F)c1cccc(-c2ccc(-c3nn4c(-c5ccccc5)nnc4s3)o2)c1
    95	55	95	92	94	93	88	123
CCOC(=O)Nc1c(Cl)[nH]c(=O)n(C)c1=O
    116	95	96	.	101	111	97	116
CN(C)c1cccc2c(S(=O)(=O)Nc3cccc(-c4csc(NC(=O)CCCCCN5CCN(CCO)CC5)n4)c3)cccc12
    66	-9.8*	48	47	73	85	7.8*	37
CCOC(=O)N1CCc2c(sc3nc(N)n(N)c(=O)c23)C1
    111	98	101	102	98	77	107	94
Cc1nsc(N)n1
    100	107	102	104	96	102	120	.
COc1ccc(-c2cn(-c3cccc(C(=O)/C=C/c4cccc(O)c4)c3)c(=O)[nH]2)cc1OC
    107	.	87	.	114	131	102	104
CCCCC(c1ccccc1)C(C(=O)OCC)C(=O)OCC (stereo not given)
    94	59	90	103	140	96	98	74
CCOc1ccccc1NC(=O)CC1Sc2ccccc2NC1=O (stereo not given)
    104	.	97	92	97	93	99	91
CC(=O)Oc1cc(C(=O)N[C@@H](Cc2ccccc2)C(O)C(=O)NCc2ccccc2)cc(OC(C)=O)c1OC(C)=O (stereo not given in full)
    109	.	105	107	104	95	85	97
COc1cc2oc(-c3cccc(NC(=O)c4cc(NC(=O)[C@H](C)N)ccc4Cl)c3)cc(=O)c2c(OC)c1OC
    105	73	76	67	72	105	79	17
O=C(NN(C(=O)c1ccccc1)c1cccs1)c1ccccc1
    124	100	107	94	94	97	109	.
Cc1nc(C(=O)O)c(C(=O)O)[nH]1
    110	90	95	99	107	92	98	92

(further entries)
Each structure is followed by: MDA-MB-435	SR	MOLT-4	RPMI-8226	CCRF-CEM	HOP-62	K-562	HOP-92
COc1ccc2[nH]c(-c3ccccc3)c(C=C(C#N)C#N)c2c1
    -55*	-5.0*	0.5*	-50*	2.3*	37	-12*	-7.8*
Nc1cccc(CO)c1
    118	120	120	120	113	91	124	89
Clc1ccc(/C=N/Nc2nc3ccccc3s2)cc1Cl
    103	109	103	99	94	104	100	75
OCCCC1CCCCN1C(Cc1ccccc1)c1ccccc1 (stereo not given)
    113	97	85	101	100	76	105	94
O=C(O)/C(=C/c1ccc(O)cc1)c1ccccc1
    109	.	98	95	95	89	104	83
O=C(Nc1ccc2ncnc(Nc3cccc(C(F)(F)F)c3)c2c1)c1ccccc1
    85	72	57	64	77	97	58	100
O=C(NCCC1CNC2CCCCC12)C1CCN(C(=O)C2CCC(Cl)CC2)CC1 (stereo not given)
    102	96	88	94	95	97	88	73
O=c1[nH]cnc2ccc(Cl)cc12
    93	93	99	110	111	102	96	.
Cc1ccccc1NC(=O)N/C(N)=N/c1nc2ccccc2s1
    -11*	8.1*	15	16	14	41	6.4*	126
O=[N+]([O-])c1cccc(-c2nc3sccn3c2-c2ccnc(NCCNS(=O)(=O)c3ccc(F)cc3)n2)c1
    55	69	42	34	36	102	45	82
Nc1nc2c(ncn2-c2ccccc2)c(=O)[nH]1
    111	100	100	104	105	106	127	89
CC(C)=CCC[C@H](C)c1ccc(C)cc1O
    100	.	102	100	105	102	93	85
C[C@@H]1CCC2=C(CCC[C@]2(C)C(=O)O)[C@@]1(C)CCc1ccoc1
    107	98	113	93	102	97	116	85
Brc1ccc2[nH]cc(-c3cncn3CCc3ccccc3)c2c1
    58	41	49	30	58	63	27	23
CCOC(=O)c1cc(-c2ccc(Br)cc2)n(C(=O)CSc2nc3sc4c(c3c(=O)n2-c2ccc(Cl)cc2)CCCC4)n1
    106	97	103	100	102	98	102	86
Clc1ccc(CNc2nc(SCCN3CCOCC3)nc3c2cnn3CC(Cl)c2ccc(Br)cc2)cc1 (stereo not given)
    28	-15*	-23*	1.9*	20	59	7.7*	48
O=C(Nc1nc(-c2ccc(F)cc2)nc2c1sc(=S)n2-c1ccccc1)C(F)(F)F
    90	62	74	80	73	90	66	70
Nc1ccccc1-c1ccc(-c2ccc(Cl)cc2)c2c1[nH]c1ccccc12
    91	54	26	42	37	79	59	8.0*
COC(=O)CNC(=O)[C@H](C)NC(=O)[C@@H]1CCCN1C(=O)CNC(=O)[C@H](C)N
    100	112	105	108	106	120	101	87
Cc1cc(C(F)(F)F)ccc1C(=O)Nc1sc2c(c1C#N)CCC(=O)C2
    -48*	-9.8*	2.5*	2.7*	6.3*	1.0*	2.4*	-64*
O=C(OCc1nc2nc(Cl)nc(N3CCOCC3)c2[nH]1)N1CCCCC1
    106	91	106	92	101	101	98	84
C#CC[C@@H]1C[C@]2(C)[C@H]3CC[C@@H]4[C@H]5C(C(=C)C)CC[C@]5(C(=O)NCCCCN)CC[C@@]4(C)[C@]3(C)CC[C@H]2C(C)(C)[C@H]1OC(C)=O (stereo not given in full)
    -92*	-7.2*	-21*	-39*	-11*	105	-9.8*	42
COc1ccc(Cc2nc3ccccc3s2)cc1OC
    102	66	81	84	65	124	86	99
CCOc1ccc2nc(-n3c(=O)c4cccnc4n(-c4ccc(Cl)cc4)c3=O)sc2c1
    110	.	.	157	.	89	.	79
Cc1c2cccnc2c(C)c2c1c1cc(O)ccc1n2C
    70	42	18	71	42	46	47	89
C=CCn1c2ccccc2c2c(C)c3ccncc3c(C)c21
    77	54	54	56	89	83	51	58
Cc1cc(C)nc(SC2=C(Nc3cc(Cl)ccc3O)C(=O)N(Cc3ccccc3)C2=O)n1
    72[30 µM]	54[30 µM]	46[30 µM]	36[30 µM]	22[30 µM]	102[30 µM]	59[30 µM]	43[30 µM]
NC(=O)c1[nH]ncc1NCc1ccccn1
    101	91	96	101	.	106	105	130
